Bioassay records deposited in PubChem BioAssay by Sanford-Burnham Center for Chemical Genomics.
SENP6 block = inhibitors of human SENP6 protease | 330,000 compounds, 1.8% hits | inhibition, % at 10 µM | Q9GZR1 | Recombinant SENP6 catalytic domain, aminoluciferin luminescence;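 active means inhibition above about 50% at the single tested dose, limit read from the data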;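 further: plate controls were DMSO wells with enzyme for no effect and DMSO wells lacking enzyme for full effect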
UBC13 inh = blocks human UBC13 polyubiquitin chain formation; P61088; TR-FRET; inhibition, % at 20 µM; 330,000 compounds, 0.47% hits; in the data active means inhibition above about 45%, passing the limit was not always enough
SENP8 block-1 = blocks human SENP8 cleavage of Nedd8 substrate. recombinant SENP8, Nedd8 substrate fluorescence. inhibition, % at 20 µM. Q96LD8. AID 602440. 360,000 compounds, 0.64% hits; in the data active means inhibition mostly above about 40%, no sharp cut-off; inactive means mostly below about 27%
Target sequence (Q96LD8 whole entry, looked up): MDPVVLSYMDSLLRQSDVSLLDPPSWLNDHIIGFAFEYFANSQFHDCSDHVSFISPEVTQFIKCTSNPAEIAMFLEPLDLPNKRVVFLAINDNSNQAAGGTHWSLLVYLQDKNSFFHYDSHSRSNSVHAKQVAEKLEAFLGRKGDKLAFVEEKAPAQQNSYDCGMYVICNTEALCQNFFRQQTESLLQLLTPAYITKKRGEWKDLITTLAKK
SENP8 block-2 = SENP8 protease inhibition; Q96LD8; purified SENP8, Z-RLRGG-aminoluciferin cleavage, luminescence; inhibition, % at 10 µM; 330,000 compounds, 1.2% hits; AID 2540; in the data active means inhibition above about 50%
SENP7 block = inhibitors of human SENP7 protease; Q9BQF6; recombinant SENP7, Z-RLRGG-aminoluciferin luminescence, 40 min; inhibition, % at 5 µM; 330,000 compounds, 1.5% hits;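 active means inhibition above about 50% at the single test dose, limit read from the data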;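 further: plate controls were DMSO with enzyme for no effect and no enzyme buffer wells for full effect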
Target sequence (Q9BQF6 706-1050 limits assumed): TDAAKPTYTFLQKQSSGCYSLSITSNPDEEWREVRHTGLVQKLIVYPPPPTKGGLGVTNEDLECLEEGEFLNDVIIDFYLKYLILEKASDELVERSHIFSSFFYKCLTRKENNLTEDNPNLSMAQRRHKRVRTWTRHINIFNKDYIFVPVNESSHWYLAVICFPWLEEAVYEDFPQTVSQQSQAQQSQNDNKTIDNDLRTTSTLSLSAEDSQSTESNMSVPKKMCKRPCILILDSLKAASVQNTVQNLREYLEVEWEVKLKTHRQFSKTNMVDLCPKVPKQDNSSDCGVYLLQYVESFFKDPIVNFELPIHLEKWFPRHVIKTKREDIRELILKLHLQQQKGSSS
beta cell repl = MIN6 beta-cell proliferation induction | MIN6 cells proliferation, ATPlite luminescence, 48 h; cells starved in 0.2% serum; 100% = growth in 10% serum | proliferation, % at 10 µM | 330,000 compounds, 0.29% hits | AID 2380;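 active means compounds whose signal lies at least 3.5 SD above the mean of all wells on their plate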;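 further: 0% = DMSO-treated cells in low-serum medium and 100% = 10% serum control; some compounds called inactive have numbers as strong as hits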
PfGluPho inh = PfG6PD (Plasmodium falciparum) enzyme inhibition; PfGluPho enzyme, NADPH resazurin-diaphorase fluorescence; inhibition, % at 20 µM; 350,000 compounds, 0.78% hits;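 active means inhibition reaching at least a set limit at 20 µM in the primary screen, cut at about 59% in these data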;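 further: 0% = DMSO wells with substrate and 100% = DMSO wells lacking glucose-6-phosphate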
SENP1 inh = blocks the human SENP1 SUMO protease catalytic domain | Q9P0U3 | recombinant SENP1 catalytic domain, CyPet-SUMO1-YPet FRET cleavage | inhibition, % at 10 µM | 360,000 compounds, 0.21% hits | AID 624204;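 active means inhibition at least 30% at 10 µM, raw YFP signal under a set limit, fluorescence ratio 0.5 to 1.5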;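 further: 0% = enzyme with DMSO and 100% = no enzyme wells; some results filed as inactive read as strong as hits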
Target sequence (Q9P0U3 419-644 limits assumed): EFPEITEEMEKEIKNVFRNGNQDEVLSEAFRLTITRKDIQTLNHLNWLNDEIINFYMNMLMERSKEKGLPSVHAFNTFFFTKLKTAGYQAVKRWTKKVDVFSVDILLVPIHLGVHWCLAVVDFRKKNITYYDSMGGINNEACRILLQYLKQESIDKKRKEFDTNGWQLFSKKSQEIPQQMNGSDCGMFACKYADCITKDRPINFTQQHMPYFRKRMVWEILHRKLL
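Test system: recombinant human SENP1 catalytic domain, His6-tagged / Medium: pH 8 Tris buffer with EDTA, NaCl, BME, BSA, NP40, catalase / Also added: SUMO1 FRET substrate flanked by Cypet and Ypet, 25 nM / Times: 50 min reaction at room temperature / Signal: FRET, CFP and YFP emission / Control set: no-enzyme low control and enzyme-plus-DMSO high control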
HKDC1 inh = inhibitors of human hexokinase HKDC1; 340,000 compounds, 0.16% hits; Q2TB90; recombinant HKDC1, G6PDH/diaphorase resazurin coupled fluorescence; AID 493160; inhibition, % at 20 µM;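 active means inhibition above about 35% when tested at 20 µM, limit read from the data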;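 further: plate controls were DMSO wells with enzyme for no effect and DMSO wells lacking enzyme for full effect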
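System: Recombinant HKDC1 hexokinase | Amount: HKDC1 at 5 µg/mL | Reagent: Glucose with 1 mM ATP | Doses: Single 20 µM dose | Incubation: Reaction time 90 min, room temperature, protected from light | Signal: Coupled resazurin fluorescence, excitation 525 nm, emission 613 nm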
The depositor's hits bear a star; · = not tested or not shown.

Structure | SENP6 block | UBC13 inh | SENP8 block-1 | SENP8 block-2 | SENP7 block | beta cell repl | PfGluPho inh | SENP1 inh | HKDC1 inh
OC(CN1CCN(c2ccccc2)CC1)Cn1c2ccccc2c2ccccc21 (stereo not drawn) | 0 | 10 | -8 | 5 | 1 | -4 | 24 | 4 | 0
CCOc1ccc(C(=O)NC(=S)Nc2ccc(NC(=O)c3ccco3)c(C)c2)cc1[N+](=O)[O-] | -12 | -17 | 17 | -1 | -7 | -2 | -26 | 3 | 0
CC(=O)Nc1ccc(S(=O)(=O)NCCC(=O)N2CCCCC2)cc1 | -18 | 0 | 12 | -1 | -11 | -1 | -6 | 0 | -7
O=C(Cc1cccs1)NCc1ccc2c(c1)OCO2 | -9 | 6 | -1 | -4 | 8 | -4 | 1 | 1 | -3
C[C@H]1C=C(C(=O)N2CCOCC2)O[C@@H](OCc2ccc(CO)cc2)C1 | -9 | 2 | 13 | 13 | -4 | 1 | 7 | 2 | 2
CCc1ccc(CNC(=O)Cn2nc(-c3ccc(C)cc3)ccc2=O)cc1 | 11 | 9 | · | 0 | 0 | -4 | · | · | ·
O=C(N/C(=C/c1cccnc1)C(=O)N1CCOCC1)c1ccccc1F | 6 | 0 | 3 | 2 | -6 | -2 | -2 | 1 | 0
Cn1ncc2c(Nc3ccc4ccccc4c3)ncnc21 | 36 | -4 | -204 | 16 | 12 | -2 | 38 | 2 | 4
CCCCCCC/C(C)=N/NC(=O)CC(=O)NCCc1ccccc1 | -10 | 7 | 27 | -3 | 1 | 2 | -14 | 1 | -3
Cc1cc(C(=O)CNCc2ccco2)c(C)n1-c1ccc(F)cc1 | -16 | -16 | -2 | -4 | -5 | -4 | 4 | -19 | -8
NC(=O)c1ccc(NC(=O)CS(=O)(=O)c2cn(CC(=O)N3CCCCC3)c3ccccc23)cc1 | 2 | -1 | 6 | 2 | -1 | 0 | -7 | 1 | -7
COc1ccc(S(=O)(=O)N(C)CC(=O)N2CCN(Cc3ccccc3)CC2)cc1C | -1 | 10 | 17 | -11 | -4 | -3 | -4 | 0 | -13
Cc1ccc(/C=N/Nc2nncc(-c3ccccc3)n2)o1 | 5 | -9 | 17 | -1 | 4 | -3 | -1 | 2 | 3
COCc1nc2ccccc2n1Cc1ccc(Br)cc1 | -27 | -7 | 19 | -17 | -5 | -5 | -15 | 0 | -7
OCCC1CN(Cc2cccc3c2OCO3)CCN1C1CCCCC1 (stereo not drawn) | -6 | 8 | 15 | -5 | 2 | -2 | -17 | 0 | -6
CC(C)NC(=O)c1ccc(-c2ccccc2C(F)(F)F)o1 | -24 | 2 | 8 | 0 | -1 | -2 | 10 | 2 | -4
C/C(=N\NC(=O)NC1CCCCC1)C1CCCCC1 | 28 | -3 | 9 | 4 | -3 | -2 | 0 | 2 | -6
COc1ccccc1OCCNC(=O)C(CCSC)NC(=O)COc1ccccc1 (stereo not drawn) | 3 | -5 | 10 | 7 | -1 | 4 | 8 | 1 | -2
S=C(NCc1ccc2c(c1)OCO2)Nc1ccc2nsnc2c1 | 39 | -4 | -73 | 1 | 12 | -2 | 32 | -30 | 5
Cc1cc(/C=C2\SC(=O)N(C)C2=O)c(C)n1-c1ccc(O)cc1 | 61* | -7 | -93 | 16 | -1 | -5 | 57 | -28 | 0
CNC(=O)c1nn(-c2ccc(C)cc2)ccc1=O | -18 | 3 | -31 | -7 | -6 | 0 | -9 | 1 | -5
CCOC(=O)C1=C(C)NC(=O)NC1c1ccc(OCC(=O)OC)c(OC)c1 (stereo not drawn) | -8 | 5 | 19 | 2 | -3 | -3 | -17 | -2 | -6
COc1cc(/C=N/O)ccc1OCc1ccc(C(=O)O)cc1 | 97* | -16 | 15 | 96* | 100* | 0 | -17 | -2 | 6
COCCN1Cc2cccc(C(=O)Nc3cccc(OC)c3)c2C1=O | -5 | 8 | 8 | 5 | 0 | 1 | 4 | 1 | 2
CCOC(=O)c1nn(-c2ccccc2)c2nnc(Cc3ccc(Cl)cc3)c(=O)n12 | -9 | 1 | 1 | -4 | 2 | 1 | 0 | 2 | -13

Structure | SENP6 block | UBC13 inh | SENP8 block-1 | SENP8 block-2 | SENP7 block | beta cell repl | PfGluPho inh | SENP1 inh | HKDC1 inh
CCN=C1S/C(=C\c2cn(C(C)=O)nc2-c2ccccc2)C(=O)N1CC | 1 | 10 | 1 | 3 | 1 | -1 | -2 | 0 | 0
CCN(CCCNC(=O)CCc1nc(-c2ccc(OC)cc2)no1)c1cccc(C)c1 | -2 | 13 | 27 | -8 | -3 | -3 | 9 | -1 | 6
CC(C)c1ccc(CN(C(=O)c2cccs2)C2CCS(=O)(=O)C2)cc1 (stereo not drawn) | -20 | -7 | 10 | -1 | -4 | 0 | 3 | 1 | -3
Cc1ccc(CCNC(=O)C2CCC(=O)N(Cc3cccc(F)c3)C2)cc1 (stereo not drawn) | -12 | 0 | 0 | -7 | -3 | 1 | -14 | 2 | -3
O=C(CSc1ccc(Cl)cc1)Nc1cc(-c2nc3ncccc3o2)ccc1Cl | -8 | 6 | · | 0 | 0 | -2 | · | · | ·
CC1CC(C)CN(S(=O)(=O)c2ccc3c(c2)CC(=O)N3)C1 (stereo not drawn) | 7 | 6 | 10 | 3 | 1 | -1 | -1 | -1 | -3
COc1ccc(-c2c3c(cc4ncn(Cc5ccccc5)c24)COC3=O)cc1 | 8 | 16 | -425 | 9 | -1 | -2 | 5 | -1 | -2
COCCCNc1nnc(Cc2ccc(Cl)cc2)c(=O)[nH]1 | 3 | 8 | 13 | 2 | 7 | 1 | 6 | 2 | -3
COc1ccc(-c2noc(CN(C(=O)c3ccc4c(c3)OCO4)C(C)C)n2)cc1OC | -3 | -11 | 20 | -2 | -12 | 0 | 2 | 2 | 0
COc1ccc(CC(=O)Nc2sc3c(c2C(N)=O)CCCC3)cc1 | -12 | 1 | -19 | 0 | -6 | -3 | 9 | -3 | 5
O=C(CCS(=O)(=O)c1ccccc1)Nc1ccccn1 | -7 | -2 | -4 | -8 | 5 | 0 | 13 | -3 | -7
CCS(=O)(=O)c1ccc(C(=O)Nc2ccccc2OC)c(Cl)c1Cl | 1 | -1 | 9 | 2 | -1 | 2 | -4 | -1 | -5
C=CC[C@]12C[C@@H](OC)C(=O)C=C1O[C@@H](c1ccc(OC)c(OC)c1)[C@H]2C | -3 | 6 | 42* | 4 | -2 | 1 | 4 | -2 | -4
c1cnc2ccc(-c3ccc4ncccc4c3)cc2c1 | 77* | 4 | -112 | 55* | 32 | -4 | 7 | 1 | -1
COc1ccc(C(=O)CCS(=O)(=O)c2ccc(F)cc2)cc1OC | -22 | -2 | 0 | -1 | 5 | -7 | · | 1 | ·
Cc1cccc(OCCOC(=O)c2ccc(F)c(S(=O)(=O)N3CCOCC3)c2)c1 | 0 | 11 | 12 | -6 | 6 | -1 | 1 | 0 | 1
CCCNC(=O)c1onc(CS(=O)(=O)c2cc(C)cc(C)c2)c1C(=O)NCCC | 2 | 6 | 9 | 6 | 3 | -1 | 2 | 1 | -6
Cc1cc(C)cc(SCc2noc(C(=O)NCCN(C)C)c2C(=O)NCCN(C)C)c1 | -9 | 1 | 30 | -5 | -3 | -8 | 6 | 1 | 9
CSc1nnnn1-c1ccc(C(=O)O)cc1 | 3 | -4 | 22 | -6 | 8 | -4 | -9 | 0 | 0
COc1cc(OC)cc(C(=O)N2CCCc3ccccc32)c1 | -17 | 4 | 2 | 8 | -2 | -1 | -1 | -3 | -11
CCN(C(=O)c1ccc(NC(C)=O)cc1)c1ccccc1 | -20 | -9 | 8 | -10 | -3 | -3 | -8 | -5 | -14
CCCCNc1c(-c2ccc(-c3cccc(Cl)c3)cc2)nc2ccc(Cl)cn12 | 14 | 15 | -498 | -4 | -2 | -6 | 21 | -28 | 3
Cc1ccc(S(=O)(=O)NCc2ccccc2)cc1C(=O)N1CCCC(C(F)(F)F)C1 (stereo not drawn) | -11 | 1 | 4 | -5 | -1 | -2 | 0 | 3 | 2
COc1ccc(OCC(=O)Nc2ccc3nc(C)sc3c2)cc1 | -14 | 12 | -2 | 4 | 1 | -1 | 14 | 1 | 4
CC12CCC(C(=O)NNc3ccccc3)(C(=O)C1=O)C2(C)C (stereo not drawn) | -14 | -2 | 5 | -6 | 2 | -2 | 2 | 1 | 0

Structure | SENP6 block | UBC13 inh | SENP8 block-1 | SENP8 block-2 | SENP7 block | beta cell repl | PfGluPho inh | SENP1 inh | HKDC1 inh
Cc1ccc(Nc2cc(C)nc3ncnn23)c(C)c1 | 10 | 4 | 30 | 3 | 1 | -1 | 4 | 2 | -6
CCc1nc(SCc2ccc(OCC(C)C)cc2)n[nH]1 | 23 | 0 | 11 | -5 | 2 | -5 | -23 | 2 | 3
COc1ccccc1NC(=O)Nc1cccc(C)n1 | 6 | 10 | 8 | -1 | -2 | 2 | -10 | 2 | 1
Cn1c(=O)c2c(nc(Cc3ccccc3)n2C)n(C)c1=O | 5 | 2 | 12 | -4 | -7 | -2 | 2 | 2 | -5
